# Screening data deposited in PubChem by National Center for Advancing Translational Sciences (NCATS).
# ALDH1A1 inh = ALDH1A1 (human) enzyme inhibition; P00352; Purified ALDH1A1, NADH fluorescence, propionaldehyde substrate; Potency, µM (doses to about 75.3 µM), inactives show at the top dose activity, negative = inhibition, most hits filed as inhibitors; 7.3% of 220,000 active; AID 1030; active = well fitted inhibition curve with a large enough effect, not every such curve was filed as active; inconclusive = small, poorly fitted or top-dose-only effect, or another doubt; inactive = no such curve, though single readings can be large or run the other way;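 note: plate controls were no enzyme wells and a reference inhibitor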
# Target sequence (P00352 whole entry, looked up): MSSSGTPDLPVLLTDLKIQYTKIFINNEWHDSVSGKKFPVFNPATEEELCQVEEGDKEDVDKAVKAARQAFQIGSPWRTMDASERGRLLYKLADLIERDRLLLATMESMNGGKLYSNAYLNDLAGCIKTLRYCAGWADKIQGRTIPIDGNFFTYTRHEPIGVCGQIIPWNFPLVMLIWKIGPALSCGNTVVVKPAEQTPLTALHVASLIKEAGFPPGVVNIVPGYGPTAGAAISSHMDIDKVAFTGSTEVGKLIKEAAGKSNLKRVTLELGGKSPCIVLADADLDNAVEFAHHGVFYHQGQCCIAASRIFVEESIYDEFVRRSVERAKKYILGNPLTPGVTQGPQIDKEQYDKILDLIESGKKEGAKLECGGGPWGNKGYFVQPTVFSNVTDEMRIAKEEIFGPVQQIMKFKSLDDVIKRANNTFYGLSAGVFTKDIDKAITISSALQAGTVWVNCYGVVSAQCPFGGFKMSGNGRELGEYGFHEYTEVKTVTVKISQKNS
# SMN2 splice up = enhancers of SMN2 splice variant expression. 2.8% of 210,000 active. Potency, µM (series often up to 46.1 µM), inactives show at the top dose activity change, positive = activation, actives largely listed as activators. HEK293 SMN2-luciferase splicing reporter, luminescence, 30-36 h; note: % of control where 0% means no effect; nearly all actives have a fitted effect of over 55% in size
#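 HEK293 cells carry an SMN2 […]–luciferase reporter in which exon 7 inclusion puts luciferase in frame. Cells were plated 10-12 h before compound addition, then incubated 30-36 h at 37C. ONE-Glo luminescence was read; sodium butyrate at 4.5 mM final served as control.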
# Luc counter = counter-screen: inhibitors of Kinase-Glo firefly luciferase; Q27757; Kinase-Glo luciferase, ATP luminescence, 8 min; Potency, µM (titrated, usually from 38.3 µM), without a hit: at the top dose activity change, negative = inhibition, hits mostly inhibitors; 0.28% of 200,000 active; note: % is set by controls: 0 for no effect and ±100 for the full control effect; nearly all actives have a fitted effect of over 60% in size
#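 Compound is pinned into ATP-containing buffer (10 uM ATP, imidazole pH 7.2, 7 mM MgCl2). Kinase-Glo luciferase reagent is then added. Light output is recorded following an 8-min room-temperature incubation.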
# Active calls of the source: *; ? = inconclusive; [ ] = remark or other dose. Unless noted, calls come from the whole dose curve; as a rule, active = well fitted curve in the direction sought with a large enough effect; inconclusive = small, poorly fitted or top-dose-only effect, or another doubt; inactive = no such curve, though single readings can be large; an effect the other way counts as inactive or inconclusive. Potency is the fitted concentration of half-maximal effect. Not all compounds are listed; count on the stated rates, not on these rows.
# Results follow in this order: Luc counter	ALDH1A1 inh	SMN2 splice up
> O=C(O)C(=O)/C=C(\O)c1ccc(Br)cc1
  -4%[7.66 µM]	-7%[13.5 µM]	-5%[9.22 µM]
> c1ccc(NCCSc2nc3ccccc3s2)cc1
  -3%[7.66 µM]	-4%[13.5 µM]	4%[9.22 µM]
> N=c1ccn2c(n1)O[C@H]1[C@@H](OP(=O)(O)O)[C@H](CO)O[C@H]12
  -2%[7.66 µM]	12%[13.5 µM]	-11%[9.22 µM]
> CC(=O)Nc1ccc2c(c1)C(=Nc1ccc(C(=O)O)cc1)c1ccccc1-2
  -2%[7.66 µM]	-4%[13.5 µM]	2%[9.22 µM]
> CC(CO)(CO)N=Cc1cc(I)cc(I)c1O
  -4%[7.66 µM]	-12%[13.5 µM]	-11%[9.22 µM]
> C[C@]1(O)CC[C@H]2[C@H]3CC=C4N5CCN=C5CC[C@@]4(C)[C@H]3CC[C@@]21C
  2%[7.66 µM]	11%[13.5 µM]	13%[9.22 µM]
> Cc1cc(C)nc(NC(=O)COc2ccc(Cl)cc2)c1
  0%[7.66 µM]	2%[13.5 µM]	-5%[9.22 µM]
> O=C(Nc1ccc2c(c1)Cc1ccccc1-2)[C@@H]1[C@H](C(=O)O)[C@]2(Cl)C(Cl)=C(Cl)[C@@]1(Cl)C2(Cl)Cl
  -5%[7.66 µM]	-1%[13.5 µM]	5%[9.22 µM]
> C[C@@H]1NCC[C@H](CC(=O)O)[C@H]1CC(=O)O
  -2%[7.66 µM]	6%[13.5 µM]	-6%[9.22 µM]
> CC(C)CO[C@H](c1ccc2c(c1)OCO2)[C@H](C)Br
  -5%[7.66 µM]	-15%[13.5 µM]	-7%[9.22 µM]
> NC(N)=N[C@@H]1C(O)[C@H](N=C(N)N)[C@@H](O)C(O)[C@H]1O (stereo partly drawn)
  2%[7.66 µM]	8%[13.5 µM]	8%[9.22 µM]
> C[N+](C)(C)c1ncnc2c1ncn2[C@@H]1C[C@H](O)[C@@H](CO)O1
  -3%[7.66 µM]	-2%[13.5 µM]	-11%[9.22 µM]
> C/C(=N\NC(=O)c1ccncc1)c1ccc2ccccc2c1O
  -6%[7.66 µM]	3%[13.5 µM]	-38%[inhibitor][9.22 µM]
> O=C(O)CCN1C(=S)CSC1=S
  -6%[7.66 µM]	-11%[13.5 µM]	-10%[9.22 µM]
> CC(=O)O[C@H]1CC[C@@]2(C)[C@@H](CC[C@H]3[C@H]2CC(=O)[C@@]2(C)[C@@H]3C[C@H]3CC(C)=CC(=O)[C@H]32)C1
  -4%[7.66 µM]	?	12%[9.22 µM]
> OCCCNCc1ccccn1
  0%[7.66 µM]	0%[13.5 µM]	-8%[9.22 µM]
> N[C@H](C(=O)O)[C@@H](O)c1cnc[nH]1
  -2%[7.66 µM]	-3%[13.5 µM]	-9%[9.22 µM]
> CN1C[C@H](c2ccccc2)C(O)([C@]2(c3ccccc3)CN(C)C[C@@H](c3ccccc3)C2=O)[C@H](c2ccccc2)C1 (stereo partly drawn)
  -5%[7.66 µM]	-8%[13.5 µM]	-10%[9.22 µM]
> C/C(=N/S(=O)(=O)c1ccc(Cl)c(Cl)c1)OCC(C)(C)C
  -1%[7.66 µM]	5%[13.5 µM]	-2%[9.22 µM]
> Nc1ccc(N=Nc2ccc(-c3ccc(O)cc3)cc2)c2ccc(S(=O)(=O)O)cc12
  -12%[7.66 µM]	1%[13.5 µM]	2%[9.22 µM]
> O[C@]1(c2ccccc2)c2ccccc2NC2=NCCN21
  -8%[7.66 µM]	15%[13.5 µM]	-19%[9.22 µM]
> CCC1=C(C[C@H]2NCCc3ccccc32)C[C@@H]2c3cc(OC)c(OC)cc3CCN2C1
  -7%[7.66 µM]	12%[13.5 µM]	-8%[9.22 µM]
> c1ccc2cc(NCNc3ccc4ccccc4c3)ccc2c1
  0%[7.66 µM]	?	8%[9.22 µM]
> NC1=N[C@H](c2ccc(Cl)cc2)N(c2ccc(S(=O)(=O)Nc3ncccn3)cc2)C(N)=N1
  -1%[7.66 µM]	-4%[13.5 µM]	-11%[9.22 µM]
> Nc1ccn([C@H]2O[C@H](CO)[C@@H]3[O][Sn]([c]4ccccc4)([c]4ccccc4)[O][C@H]32)c(=O)n1
  -6%[7.66 µM]	-14%[13.5 µM]	-40%[inhibitor][9.22 µM]
> CC[C@@H](c1ccc2cc(O)ccc2c1)C(C)(C)C(=O)O
  -5%[7.66 µM]	-6%[13.5 µM]	-10%[9.22 µM]
> Nc1nc(=O)c2[nH]cnc2n1O
  -1%[7.66 µM]	1%[13.5 µM]	-7%[9.22 µM]
> O=C(O)[C@H](Cc1c[nH]c2ccccc12)N1C(=O)c2ccccc2C1=O
  -10%[7.66 µM]	-8%[13.5 µM]	-20%[9.22 µM]
> NC(N)=NC[C@H](N)C(=O)O
  -1%[7.66 µM]	3%[13.5 µM]	3%[9.22 µM]
> NC[C@@H](O)CSCc1ccc(Cl)cc1
  -2%[7.66 µM]	5%[13.5 µM]	-10%[9.22 µM]

# For reference, some entries already given.
# Results follow in this order: Luc counter	ALDH1A1 inh	SMN2 splice up
> O=C(O)C(=O)/C=C(\O)c1ccc(Br)cc1
  -4%[7.66 µM]	-7%[13.5 µM]	-5%[9.22 µM]
> c1ccc(NCCSc2nc3ccccc3s2)cc1
  -3%[7.66 µM]	-4%[13.5 µM]	4%[9.22 µM]
> N=c1ccn2c(n1)O[C@H]1[C@@H](OP(=O)(O)O)[C@H](CO)O[C@H]12
  -2%[7.66 µM]	12%[13.5 µM]	-11%[9.22 µM]
> CC(=O)Nc1ccc2c(c1)C(=Nc1ccc(C(=O)O)cc1)c1ccccc1-2
  -2%[7.66 µM]	-4%[13.5 µM]	2%[9.22 µM]
> CC(CO)(CO)N=Cc1cc(I)cc(I)c1O
  -4%[7.66 µM]	-12%[13.5 µM]	-11%[9.22 µM]
> C[C@]1(O)CC[C@H]2[C@H]3CC=C4N5CCN=C5CC[C@@]4(C)[C@H]3CC[C@@]21C
  2%[7.66 µM]	11%[13.5 µM]	13%[9.22 µM]
> Cc1cc(C)nc(NC(=O)COc2ccc(Cl)cc2)c1
  0%[7.66 µM]	2%[13.5 µM]	-5%[9.22 µM]

# More results follow:
# Results follow in this order: Luc counter	ALDH1A1 inh	SMN2 splice up
> O=C(O)c1cccc(S(=O)(=O)NCCO)c1
  -5%[7.66 µM]	-7%[13.5 µM]	4%[9.22 µM]
> O=C1c2ccccc2C(O)(O)[C@@]1(O)[C@]1(O)C(=O)c2ccccc2C1(O)O
  ?	0.25µM*	-6%[9.22 µM]
> CN(CC(=O)O)Cc1oc(CO)cc(=O)c1O
  -2%[7.66 µM]	-3%[13.5 µM]	-9%[9.22 µM]
> O=C(O)/C=C\C(=O)Nc1ccc2c(c1)C(=O)c1cc(F)ccc1-2
  -3%[7.66 µM]	?	-7%[9.22 µM]
> CO[C@@H]1/C=C\O[C@]2(C)Oc3c(C)c(O)c4c(O)c(c(CN(C)C)c(O)c4c3C2=O)NC(=O)/C(C)=C\C=C[C@@H](C)[C@@H](O)[C@H](C)[C@@H](O)[C@H](C)[C@H](OC(C)=O)[C@@H]1C
  -2%[7.66 µM]	-3%[13.5 µM]	1%[9.22 µM]
> CC(C)Oc1cc(O)c2c(c1)OCC=C2CCC(=O)O
  -4%[7.66 µM]	-2%[13.5 µM]	10%[9.22 µM]
> O=C1C2C3C=CC(C2C(=O)N1CN1CCOCC1)C1C2C(=O)N(CN4CCOCC4)C(=O)C2C31 (stereo not drawn)
  -5%[7.66 µM]	17%[13.5 µM]	3%[9.22 µM]
> Clc1cccc(Cl)c1C(Nc1nncs1)Nc1nncs1
  -7%[7.66 µM]	?	4%[9.22 µM]
> CC1=C(/C=C\C(=O)O)C(C)(C)CCC1
  -4%[7.66 µM]	-4%[13.5 µM]	-3%[9.22 µM]
> CC1CCN(CC(=O)N2c3ccccc3Sc3cc4ccccc4cc32)CC1
  -5%[7.66 µM]	2%[13.5 µM]	-11%[9.22 µM]
> O=C(CCN1CCCCC1)N1CCc2c([nH]c3ccccc23)[C@H]1c1cccnc1
  -2%[7.66 µM]	12%[13.5 µM]	-2%[9.22 µM]
> CN(CCC(=O)O)S(=O)(=O)c1ccccc1
  -2%[7.66 µM]	15%[13.5 µM]	-18%[9.22 µM]
> BrC(c1cccc2ccccc12)c1cccc2ccccc12
  -2%[7.66 µM]	?	-8%[9.22 µM]
> O=C(O)c1cc(=O)[nH]c(SCc2ccccc2)n1
  -4%[7.66 µM]	-13%[13.5 µM]	2%[9.22 µM]
> O=C1C(=O)c2ccccc2C(O)=C1C(C1=C(O)c2ccccc2C(=O)C1=O)c1ccc(Cl)cc1
  -6%[7.66 µM]	?	10%[9.22 µM]
> N#C/C(=C\NC(=S)c1ccncc1)c1nc2ccccc2s1
  -3%[7.66 µM]	?	2%[9.22 µM]
> [O-][N+]1(CC[N+]2([O-])CCCCC2)CCCCC1
  1%[7.66 µM]	0%[13.5 µM]	-8%[9.22 µM]
> C/C(=N/NC1=NCCN1)c1cn(C2=NCCN2)nc1C
  -7%[7.66 µM]	-9%[13.5 µM]	-16%[9.22 µM]
> Nc1ccccc1S[C@@H](C[N+](=O)[O-])c1ccc2c(c1)OCO2
  -7%[7.66 µM]	3.5µM*	-3%[9.22 µM]
> CN(CC(=O)O)Cc1c(O)c(Cl)cc(Cl)c1Cl
  0%[7.66 µM]	6%[13.5 µM]	-14%[9.22 µM]
> NC(=S)SCCC(=O)O
  -2%[7.66 µM]	13%[13.5 µM]	-15%[9.22 µM]
> C[C@H]1[C@H](C)CC[C@]2(C(=O)O)CC[C@]3(C)C(=CC[C@H]4[C@]3(C)C[C@@H](O)C3[C@](C)(CO)[C@H](O)[C@@H](O)C[C@]34C)[C@H]12 (stereo partly drawn)
  -6%[7.66 µM]	-10%[13.5 µM]	-7%[9.22 µM]
> c1ccc2c(CSCc3cccc4ccccc34)cccc2c1
  1%[7.66 µM]	7%[13.5 µM]	-7%[9.22 µM]
> S=C(S)NCCCn1ccnc1
  -2%[7.66 µM]	-4%[13.5 µM]	-5%[9.22 µM]
> C=C(C)COc1ccc2c(c1)CCC1C2CC[C@]2(C)C(=O)/C(=N/O)CC12 (stereo partly drawn)
  -7%[7.66 µM]	7%[13.5 µM]	4%[9.22 µM]
> O=C1c2ccccc2C(=O)N1CCCSc1ccccc1
  1%[7.66 µM]	-7%[13.5 µM]	-14%[9.22 µM]
> CC(C)/C(=N/[N+](C)(C)C)c1ccccc1
  -6%[7.66 µM]	4%[13.5 µM]	-11%[9.22 µM]
> O=C(O)C[C@H](Cc1ccc2c(c1)OCO2)C(=O)O
  -4%[7.66 µM]	8%[13.5 µM]	-24%[9.22 µM]
> CC(C)(CN)SCc1ccccc1
  -5%[7.66 µM]	11%[13.5 µM]	-1%[9.22 µM]
> Cc1[nH]c2ccccc2c1-c1cc(-c2cc(-c3c(C)[nH]c4ccccc34)nc(N)n2)nc(N)n1
  -8%[7.66 µM]	13%[13.5 µM]	-3%[9.22 µM]
> Clc1ccc(CSc2ncnc3c2ncn3[C@@H]2CCCCO2)cc1
  -7%[7.66 µM]	3%[13.5 µM]	-10%[9.22 µM]
> C[N+](C)(N)Cc1nc(-c2ccc(Cl)cc2)no1
  -2%[7.66 µM]	-4%[13.5 µM]	19%[9.22 µM]
> CN(C)Cc1ccc(O)c(CN(C)C)n1
  -5%[7.66 µM]	-4%[13.5 µM]	-7%[9.22 µM]
> CC(C)=C[C@H]1[C@@H](COC(=O)c2cc3c(cc2Cl)OCO3)C1(C)C
  -7%[7.66 µM]	-2%[13.5 µM]	-5%[9.22 µM]
> CN=C(N)/N=C(\N)Nc1cc2ccccc2c2ccccc12
  -4%[7.66 µM]	7%[13.5 µM]	6%[9.22 µM]
> O=C(O)Cc1c[nH]c2ccc(F)cc12
  -3%[7.66 µM]	9%[13.5 µM]	-9%[9.22 µM]
> CC(=O)/C(=C\c1ccccc1F)C(=O)c1ccccc1
  -4%[7.66 µM]	1%[13.5 µM]	-8%[9.22 µM]
> O=C1C2=C(Nc3cc([N+](=O)[O-])ccc3N2)O[C@@H]1c1ccc([C@H]2OC3=C(Nc4ccc([N+](=O)[O-])cc4N3)C2=O)cc1
  -5%[7.66 µM]	?	10%[9.22 µM]
> C[N+](C)(N)Cc1csc(-c2ccc(Cl)cc2)n1
  -8%[7.66 µM]	-6%[13.5 µM]	-6%[9.22 µM]
> COc1c2c(c3c(c1CCC(=O)O)OC(C)(C)C=C3)OC(C)(C)C=C2
  -11%[7.66 µM]	20%[13.5 µM]	7%[9.22 µM]
> c1ccc(C(CCN2CC3CCC(CC3)C2)c2ccccc2)cc1
  2%[7.66 µM]	1%[13.5 µM]	2%[9.22 µM]
> CC(C)N(Cc1ccccc1)S(=O)(=O)c1n[nH]c(C(C)(C)C)n1
  -1%[7.66 µM]	19%[13.5 µM]	-7%[9.22 µM]
